Screening results: PubChem BioAssay, several laboratories
ERa coact pot: enhancers of ERα–SRC-1 coactivator binding, primary screen, biochemical, TR-FRET, ERα LBD, low estradiol; TR-FRET ERalpha-LBD/SRC-Cy5 coactivator binding, 2 h; 100 = basal binding, no effect; coactivator binding (% of control), % at 25.6 µM; Estrogen receptor (Homo sapiens), P03372; hit rate 1.3% among 86,000; in the data active = activity above about 200%;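 note: binding measured in presence of low estradiol as agonist stimulus; 0% = peptide alone without receptor and 100% = receptor with peptide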
ERa SRC1 inh: ERα–SRC-1 coactivator interaction inhibitors, primary screen, biochemical, TR-FRET, ERα LBD, estradiol-bound; TR-FRET ER-alpha LBD / SRC-1 peptide; inhibition, % at 25.6 µM; hit rate 1.7% among 86,000; in the data active = inhibition above about 50%;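 note: 0% = receptor plus peptide control and 100% = peptide only without receptor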
H69AR growth 86K: proliferation blockers of H69AR lung cancer cells, primary screen, cell-based, human, 86K library; H69AR lung tumor viability, ATP luminescence, 72 h; active compounds read low; viability, % at 10 µM; hit rate 6% among 85,000; AID 598, 2007;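 active = viability at or below 40%; inactive = viability above 40%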;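 note: multidrug resistant small cell line overexpressing MRP-1 efflux transporter; 100% = mean luminescence of untreated control wells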
Smad3 FoxH1 inh: Smad3/FoxH1 peptide binding inhibitors, primary screen, biochemical, TR-FRET; Mothers against decapentaplegic homolog 3 (Homo sapiens), P84022; TR-FRET Smad3/Dy647-FoxH1 peptide binding, europium anti-His; inhibition, % at 25 µM; hit rate 0.29% among 88,000; AID 630, 2007;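 active = compounds that reduce the energy-transfer binding signal between the protein and its labelled peptide by more than half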;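 note: 0% = Smad3 plus labelled peptide maximal FRET and 100% = peptide-only background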
Mac1 fbg enh: enhancers of CD11b/CD18 adhesion to fibrinogen, primary screen, K562 cells, luminescence; Integrin beta-2 (Homo sapiens) + Integrin alpha-M (Homo sapiens), P05107+P11215; ATPlite luminescence; activation, % at 10 µM; hit rate 0.07% among 93,000;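 active = 10 µM primary screen giving 50% or more activity, confirmed by 40% or more on retest at that dose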; note: strong numbers were not always called active
Target sequence (P05107 whole entry, looked up, other chains not shown): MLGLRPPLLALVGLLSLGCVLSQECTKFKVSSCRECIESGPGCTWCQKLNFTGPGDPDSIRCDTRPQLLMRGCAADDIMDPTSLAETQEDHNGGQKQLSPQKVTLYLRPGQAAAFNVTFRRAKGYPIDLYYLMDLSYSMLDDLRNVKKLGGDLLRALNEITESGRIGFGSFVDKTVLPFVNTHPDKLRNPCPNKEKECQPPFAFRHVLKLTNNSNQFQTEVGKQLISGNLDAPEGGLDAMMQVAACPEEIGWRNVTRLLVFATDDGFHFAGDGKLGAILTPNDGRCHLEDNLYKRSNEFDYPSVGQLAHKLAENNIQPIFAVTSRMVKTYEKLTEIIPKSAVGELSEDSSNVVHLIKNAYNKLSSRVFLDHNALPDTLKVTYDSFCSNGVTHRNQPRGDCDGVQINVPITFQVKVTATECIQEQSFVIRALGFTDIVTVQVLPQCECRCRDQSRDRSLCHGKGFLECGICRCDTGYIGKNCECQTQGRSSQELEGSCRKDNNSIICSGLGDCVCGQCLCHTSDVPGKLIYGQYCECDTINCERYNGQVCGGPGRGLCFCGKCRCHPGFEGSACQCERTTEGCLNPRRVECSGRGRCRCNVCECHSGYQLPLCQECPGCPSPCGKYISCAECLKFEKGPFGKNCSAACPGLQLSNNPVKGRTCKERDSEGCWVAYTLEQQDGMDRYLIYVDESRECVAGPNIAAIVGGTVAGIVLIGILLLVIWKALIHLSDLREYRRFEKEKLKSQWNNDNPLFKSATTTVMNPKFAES
Lung fibro prol: antiproliferative effect on LL 47 fibroblasts – human, LL 47 cells, CellTiter-Glo luminescence, primary screen; LL 47 human lung fibroblast viability, ATP luminescence; active compounds read low; viability, % at 10 µM; hit rate 1.1% among 85,000; AID 719, 2007;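 active = viability at or below 50% in the single dose screen; inactive = viability above 50%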;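 note: compound exposure lasted 72 h before the ATP readout; 100% = median luminescence of untreated cell-only wells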
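Assay system: human lung fibroblast line LL 47, low passage. Input: 1,150 fibroblasts seeded per well. Times: overnight cell rest, 72 h compound treatment at 37 °C. Evaluation: % viability of median cell-only signal. Technique: luminescent ATP detection, CellTiter-Glo. Control set: cell-only wells, no compound.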
ERb SRC1 inh: inhibitors of ERβ-SRC1 coactivator interaction, primary screen, biochemical, TR-FRET, ERβ LBD, SRC-1 peptide; Estrogen receptor beta (Homo sapiens), Q92731; TR-FRET ER-beta LBD / SRC1-Cy5 peptide binding; receptor agonist-loaded with 1 µM estradiol; hit rate 1.3% among 86,000; inhibition, % at 25.6 µM;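 active = compounds whose percent inhibition of the receptor-coactivator binding signal exceeds about 50% in the single-dose screen, limit read from the data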;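 note: 0% = receptor plus peptide wells without compound and 100% = peptide-only wells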
MT1-MMP txn act: MT1-MMP promoter reporter activation – cell-based, luciferase luminescence, primary screen; HT1080 MT1-MMP promoter luciferase reporter, overnight; active compounds read high; activation factor at 10 µM; hit rate 0.16% among 86,000; AID 750, 2007;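 active = activation factor of at least 2 for MT1-MMP transcription at 10 µM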
HUVEC inhibit: inhibitors of HUVEC proliferation, primary screen, cell-based, 384-well. AID 648, 2007. hit rate 1.1% among 86,000. viability, % at 10 µM (by protocol). CellTiter-Glo luminescence, 72 h; active compounds read low;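 active = viability at or below 30%; inactive = viability above 30%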;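 note: 100% = median luminescence of DMSO-only cell control wells on each plate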
* hit, by the source's call; nt = not tested or not shown; [ ] = dose if it differs, or a comment. An excerpt, so the mix of outcomes need not match the whole.

| canonical_smiles | ERa coact pot | H69AR growth 86K | Smad3 FoxH1 inh | Mac1 fbg enh | HUVEC inhibit | MT1-MMP txn act | Lung fibro prol | ERb SRC1 inh | ERa SRC1 inh |
| --- | --- | --- | --- | --- | --- | --- | --- | --- | --- |
| N#Cc1nc(-c2cccc3ccccc23)oc1N1CCCCC1 | 119 | 80 | -3 | -5 | 96 | 1.2 | 99 | 0 | -5 |
| N#Cc1ccsc1NC(=O)c1ccccn1 | 63 | 89 | 3 | -1 | 101 | 1.2 | 101 | 45 | 40[fluorescence artefact?] |
| Cc1ccc(NC(=O)CSc2nnc(Cn3c(=O)sc4ccccc43)n2C)cc1Cl | 360* | 29* | 4 | nt | 44 | 1.1 | 99 | 35[fluorescence artefact?] | 38 |
| O=C(c1ccccc1)N1CCN2C(=O)c3ccccc3C12c1ccc(Cl)cc1 (centres undefined) | 125 | 67 | 2 | -2 | 73 | nt | 74 | -4 | -5 |
| COc1ccc2c(c1)C(C)=CC(C)(C)N2C(=O)CSc1nnc(-c2ccc(C)cc2)o1 | 84[fluorescence artefact?] | 73 | -4 | 0 | 83 | 1 | 90 | 5 | -16 |
| CCN(CC)C(=O)CSc1nc2sc3c(c2c(=O)n1-c1ccc(C)cc1)CC(C)(C)SC3 | 246* | 90 | 4 | -3 | 76 | 1.2 | 103 | -15[fluorescence artefact?] | -17 |
| Cc1cc(C)nc(NC(=NCCc2c[nH]c3ccccc23)NC(=O)c2ccco2)n1 | 114 | nt | -5 | 0 | 89 | 0.9 | 93 | -1 | -7 |
| N#Cc1ccc(CSc2nnc(-c3cccnc3)n2-c2ccccc2)cc1 | 132 | 79 | 16 | -2 | 95 | 1.1 | 91 | -9 | -6 |
| CCOC(=O)CSC1=Nc2ccccc2C2=NC(CC(=O)NCc3cccs3)C(=O)N12 (centres undefined) | 97 | 92 | 15 | 19 | 97 | 1.1 | 98 | 1 | -1 |
| O=C1OC(Nc2nccs2)c2ccccc21 (centres undefined) | 116[fluorescence artefact?] | 83 | 15[fluorescence artefact?] | -3 | 91 | 1.1 | 87 | -9[fluorescence artefact?] | -12 |
| NC(=O)c1c(NC(=O)c2ccco2)sc2c1CCC2 | 97 | 63 | 9 | -4 | 76 | 1.5 | 89 | 6[fluorescence artefact?] | 3 |
| CCN(CC)C(=O)CN(Cc1ccccc1)S(=O)(=O)c1ccc(F)cc1 | 125 | 92 | 12 | 0 | 95 | 1.1 | 100 | 2 | -1 |

Three entries from above, arranged by the number in Smad3 FoxH1 inh, lowest first:
| Compound | Smad3 FoxH1 inh |
| --- | --- |
| CCN(CC)C(=O)CSc1nc2sc3c(c2c(=O)n1-c1ccc(C)cc1)CC(C)(C)SC3 | 4 |
| NC(=O)c1c(NC(=O)c2ccco2)sc2c1CCC2 | 9 |
| CCN(CC)C(=O)CN(Cc1ccccc1)S(=O)(=O)c1ccc(F)cc1 | 12 |

Additional results follow:
| canonical_smiles | ERa coact pot | H69AR growth 86K | Smad3 FoxH1 inh | Mac1 fbg enh | HUVEC inhibit | MT1-MMP txn act | Lung fibro prol | ERb SRC1 inh | ERa SRC1 inh |
| --- | --- | --- | --- | --- | --- | --- | --- | --- | --- |
| CC1Cc2ccccc2N1C(=O)Cc1cccs1 (centres undefined) | 110 | 93 | 8 | 0 | 101 | 1 | 91 | -12 | -4 |
| CCOC(=O)c1[nH]c2ccccc2c1NC(=O)C(CC)CC | 116 | 83 | -1 | 0 | 90 | 1 | 91 | -3[fluorescence artefact?] | -4 |
| Cc1nc2sc(C(c3cccc(F)c3)N3CCOCC3)c(O)n2n1 (centres undefined) | 107 | 90 | -2 | 8 | 102 | 1.1 | 101 | 4 | -2 |
| Cc1ccc(-n2c(SCC(=O)Nc3ccc4cn[nH]c4c3)nnc2-c2ccco2)cc1 | 108 | 32* | 0 | -1 | 82 | 1.2 | 82 | -28 | -23 |
| COc1ccc2cc(C#N)c(SCC(=O)N3CCCC3)nc2c1 | 95 | 47 | 5 | 3 | 86 | 1.3 | 95 | -6 | -14 |
| Cc1sc2ncnc(NCc3cccs3)c2c1C | 103[fluorescence artefact?] | 58 | 6 | nt | 78 | 1.3 | 76 | -10 | -18 |
| O=C(c1cccnc1)N1CCN(S(=O)(=O)c2ccc(Cl)cc2)CC1 | 97[fluorescence artefact?] | 96 | 11 | nt | 101 | 1.3 | nt | -5 | -16 |
| CCc1ccc(NC(=O)C(=O)NCCN2CCN(C(=O)c3ccco3)CC2)cc1 | 109 | 97 | 3 | nt | 100 | 1.1 | 91 | -2 | -5 |
| Cc1cccc(N2CCN(C(c3ccccc3)c3nnnn3CC3CCCO3)CC2)c1C (centres undefined) | 126 | 73 | -5 | -1 | 79 | 1.1 | 88 | 0 | -9 |
| O=C(O)COc1ccc(C(=O)Cc2ccc3c(c2)OCCCO3)c(O)c1 | 143[fluorescence artefact?] | 109 | -3 | -2 | 93 | 0.9 | 92 | 6 | -28[fluorescence artefact?] |
| CCOc1cc(N2CCOCC2)c(OCC)cc1NC(=O)CN1C(=O)NC(Cc2ccccc2)C1=O (centres undefined) | 115 | 99 | 12 | 2 | 106 | 1.1 | 105 | 1[fluorescence artefact?] | 8[fluorescence artefact?] |
| COc1cc(NS(=O)(=O)c2ccc(NC(=O)COc3ccc(C)cc3C)cc2)nc(OC)n1 | 113 | 96 | 11 | -3 | 80 | 1.1 | 99 | 9 | -2 |
| COc1ccc(CN2CCC(C(=O)NCCc3ccc(OC)c(OC)c3)CC2)c(OC)c1 | 115[fluorescence artefact?] | 108 | 15 | -4 | 98 | 1.2 | 92 | -2 | 15 |
| c1cncc(-c2cccnc2)c1 | 93 | 96 | -11 | nt | 93 | 1.2 | 95 | 14 | 24[fluorescence artefact?] |
| O=c1[nH]c(Nc2ccccc2)cc2ccccc12 | 92[fluorescence artefact?] | 77 | 58* | nt | 77 | 1.1 | 111 | 10 | 19 |
| COc1ccc(N(CC(=O)Nc2cccc(C(C)=O)c2)S(C)(=O)=O)cc1OC | 90 | 94 | -1 | -3 | 91 | 1.1 | nt | 39 | 15 |
| CCc1ccc2c(c1)c1nc(C)sc1n2CC(=O)OC | 97 | 96 | 6 | 1 | 92 | 1.2 | 99 | 0 | 3 |
| C=CCn1c(SCC(=O)c2ccc(Br)cc2)nnc1C(CC(C)C)NC(=O)c1cccs1 (centres undefined) | 100[fluorescence artefact?] | 67 | -8 | 2 | 102 | nt | 103 | -2 | -7 |
| O=C(COc1ccc(Cl)cc1Cl)Nc1ccc(Cl)cn1 | 100 | 90 | -1 | -3 | 110 | 0.9 | 109 | -3 | 0 |
| Cc1nn(C)c(C)c1NC(=O)c1ccc(S(=O)(=O)N(C)C)cc1 | 87 | 98 | 5 | -1 | 96 | 1.1 | 104 | -1 | -14 |
| CCOC(=O)c1nc(Nc2ccc(C(=O)O)cc2)c2ccccc2n1 | 99 | 105 | -13 | 1 | 97 | 1 | 100 | 2 | -10 |
| O=C(NC1=NCCS1)c1ccc(-c2ccc(Cl)cc2)o1 | 83[fluorescence artefact?] | 83 | -1 | -5 | 80 | 1.4 | 100 | 9[fluorescence artefact?] | 6[fluorescence artefact?] |
| O=C1COc2ccc(C(=O)CSc3nnnn3-c3ccccc3)cc2N1 | 187 | 103 | -5 | -3 | 103 | 1.1 | 102 | 9 | 5[fluorescence artefact?] |
| COC(=O)c1c[nH]n2c(=O)c(Cc3ccc(F)cc3Cl)c(C)nc12 | 116 | 78 | 4 | -5 | 87 | 1.4 | 107 | 2 | -42 |
| COC(=O)Cn1cc(C(=O)c2cccs2)c2ccccc21 | 101 | 82 | 1 | 2 | 98 | 1.1 | 107 | -5 | -4 |
| CCOc1ccc(NC(=O)CCNS(=O)(=O)c2ccc(Br)s2)cc1 | 111 | 91 | 9 | -3 | 88 | 1.1 | 96 | -3 | -8 |
| CC1=C(C#N)C(C)C2=C(CC(C)(C)CC2=O)N1 (centres undefined) | 96 | 75 | -8 | 2 | 94 | 1.2 | 110 | 5 | 4[fluorescence artefact?] |
| COc1cccc(OC)c1C(=O)N1CCN(Cc2ccccc2C(F)(F)F)CC1 | 111 | 89 | 3 | -2 | 105 | 1.1 | 96 | 0 | -4 |
| Cn1c(=O)[nH]c(=O)c2c1nc(SCCN1CCCCC1)n2Cc1ccccc1 | 77 | 87 | 4 | 5 | 97 | 1.1 | 104 | 4 | 8 |
| COc1ccc(Cn2nnnc2C(c2cccs2)N2CCN(c3ccc([N+](=O)[O-])cc3)CC2)cc1 (centres undefined) | 96 | 76 | -7 | -1 | 114 | 1.3 | 100 | -2 | -1 |
| Cc1ccc(S(=O)(=O)c2c(N)n(CCCO)c3nc4ccccc4nc23)cc1 | 85 | 83 | 16 | -1 | 87 | 1.1 | 96 | -13 | -4 |
| CCOC(=O)N1CCN(C(=O)Cc2ccc(-n3c(=O)[nH]c4ccccc4c3=O)cc2)CC1 | 63 | 99 | 0 | 0 | 103 | 1.1 | nt | -5 | 10 |
| O=C(COC(=O)c1ccc[nH]c1=O)c1ccc(Cl)s1 | 98 | 92 | 4 | -1 | 98 | 1.1 | 106 | -8 | -5 |
| CS(=O)(=O)N1CCN(c2ccccc2NC(=O)c2ccc(-c3ccc(Br)cc3)o2)CC1 | 155[fluorescence artefact?] | 71 | 13 | -3 | 96 | 1.2 | 104 | 32 | -1[fluorescence artefact?] |
| COc1ccc2nc(SCc3nc(N)nc(Nc4ccccc4)n3)[nH]c2c1 | 97 | 70 | 0 | -5 | 88 | 1.2 | 111 | 0 | 14 |
| CCC(C)C(=O)Nc1c2c(nc3c1CCC3)CCCC2 (centres undefined) | 115[fluorescence artefact?] | 82 | -3 | -4 | 112 | 1.1 | 110 | 1 | 2 |
| Cc1ccc(C2N(C)c3ccccc3-c3nc4ccccc4n32)o1 (centres undefined) | 71 | 90 | 12 | -5 | 103 | 1.2 | 93 | -3 | 1 |
| COc1ccc(CC(=O)Nc2ccc(-c3noc(-c4cccc(OC)c4)n3)cc2)cc1 | 287*[fluorescence artefact?] | 70 | -17[fluorescence artefact?] | nt | 106 | 0.9 | 88 | 50[fluorescence artefact?] | 38[fluorescence artefact?] |
| c1coc(-c2nn3c(Cn4nnc5ccccc54)nnc3s2)c1 | 89 | nt | 6 | -3 | 96 | 1.2 | 106 | 7 | 6 |
| COCCNC(=O)C(c1ccc(C)o1)N(Cc1ccc(OC)cc1)C(=O)Cn1nnc2ccccc21 (centres undefined) | 123 | 89 | 1 | 3 | 99 | 1.2 | 92 | 1 | -3 |
| CN1C(=O)N(C)C2(c3ccccc3)Nn3c(s/c(=C/c4ccccc4)c3=O)=NC12c1ccccc1 (centres undefined) | 103 | 38* | -9 | -4 | 103 | 1 | 91 | -7 | 11 |
| CCCN1CCN(C(=O)Cn2ncc3ccccc32)CC1 | 110 | 100 | 14 | 3 | 95 | 1.1 | 101 | 30 | 25 |
| Cc1ccccc1C(=O)NCCN=C1NS(=O)(=O)c2ccccc21 | 124 | 91 | 1 | 0 | 85 | nt | 103 | -3 | 3 |
| CCCc1cc(NCCCN2CCOCC2)n2c(nc3ccccc32)c1C#N | 95 | 54 | 5 | nt | 86 | 1.1 | 101 | -12[fluorescence artefact?] | -9[fluorescence artefact?] |
